Screening data: PubChem BioAssay, several laboratories
KCNQ1 block = human KCNQ1 channel inhibition; CHO-K1 KCNQ1, FluxOR thallium flux fluorescence; stronger effect = higher value; B-score at 10 µM; 310,000 compounds, 1.3% hits; AID 2642;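 active means compounds whose thallium flux B-score, printed positive for inhibition, exceeds three library SD while starting fluorescence stays within three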;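 further: channel opened by potassium depolarization with thallium stimulus after 20 min compound exposure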
Target sequence (P51787 whole entry, looked up): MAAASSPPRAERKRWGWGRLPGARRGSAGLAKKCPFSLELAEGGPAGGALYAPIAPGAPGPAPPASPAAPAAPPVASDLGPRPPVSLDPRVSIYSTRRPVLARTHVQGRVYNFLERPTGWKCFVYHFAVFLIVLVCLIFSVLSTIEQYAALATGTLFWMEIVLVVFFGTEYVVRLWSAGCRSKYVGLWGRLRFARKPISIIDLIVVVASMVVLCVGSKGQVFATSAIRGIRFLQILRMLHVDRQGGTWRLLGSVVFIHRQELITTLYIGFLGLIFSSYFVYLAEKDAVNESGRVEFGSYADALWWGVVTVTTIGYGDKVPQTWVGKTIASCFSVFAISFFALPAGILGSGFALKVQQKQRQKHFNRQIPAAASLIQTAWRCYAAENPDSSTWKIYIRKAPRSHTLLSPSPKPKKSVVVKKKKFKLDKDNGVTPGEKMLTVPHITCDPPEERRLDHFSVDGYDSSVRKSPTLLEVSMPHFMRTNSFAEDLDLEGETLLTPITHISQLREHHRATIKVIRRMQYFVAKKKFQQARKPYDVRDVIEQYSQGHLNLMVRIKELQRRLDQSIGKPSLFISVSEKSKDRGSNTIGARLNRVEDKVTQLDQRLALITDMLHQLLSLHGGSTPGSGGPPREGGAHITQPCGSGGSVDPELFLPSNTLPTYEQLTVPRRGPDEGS
Platelet DG rel = platelet dense granule release activity. inhibition, %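 (compounds screened at 7.5 µM in platelet-rich plasma)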. human platelet-rich plasma, SFLLRN dense granule ATP release, luminescence. 300,000 compounds, 0.22% hits;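 active means mean replicate score, as percent of positive control, at or above 50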
KCNQ1 pot = human KCNQ1 channel potentiation or activation. P51787. CHO-K1 KCNQ1, thallium flux FluxOR fluorescence; stronger effect = higher value. B-score at 10 µM. 310,000 compounds, 0.35% hits. AID 2648;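 active means fluorescence ratio B-score, a plate-corrected score, at least three library SD, with initial intensity B-score within 5 SD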
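System: Stable KCNQ1 CHO-K1 line | Incubation: 90 min dye loading and 20 min compound exposure, both at room temperature | Measure: Ratio B score | Medium: Assay buffer for compound exposure, DMSO matched across wells | Compound dosing: Single-concentration screen | Probe or stimulus: K+/Tl+ depolarizing stimulus | Measured by: Kinetic FluxOR fluorescence, 10 s baseline plus 110 s post-stimulus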
Dyrk1A ADPGlo = blocks rat Dyrk1A kinase activity; inhibition, % at 12.5 µM; ADP-Glo luminescence, NFATc1 peptide; 310,000 compounds, 0.43% hits; in the data active means inhibition above about 50%;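 further: plate controls were vehicle with enzyme for no effect and no enzyme for full effect; many of its hits are not listed in these tables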
TRPC4 PAM = TRPC4 (mouse) allosteric potentiation | 310,000 compounds, 0.42% hits | B-score at 10 µM | HEK293 TRPC4beta/mu-opioid, DAMGO EC20, Fluo-4 Ca2+ flux; stronger effect = higher value;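 active means B-score of calcium response area above 5 SD of library B-scores, with initial fluorescence ratio within 5 SD of library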;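 further: B-score of integrated fluorescence ratio over time as area under calcium response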
hERG rescue = shields human hERG channel from block by proarrhythmic agents. Q12809. CHO-hERG, FluxOR thallium flux, dofetilide IC70 present. activation (rescue from dofetilide block), less the hit threshold, % at 10 µM. 310,000 compounds, 0.51% hits. AID 1511;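 active means activation above the mean of controls blocked by dofetilide plus 5 SD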;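 further: thallium influx through hERG after potassium depolarization seen as dye fluorescence rise; in these data hits start at about 4.7%; inactives centre near -7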
KCNK3 block = human KCNK3 channel inhibition, primary screen | O14649 | CHO-KCNK3 thallium flux, FluxOR fluorescence; stronger effect = lower value | B-score at 10 µM | 340,000 compounds, 0.84% hits;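 active means B-score under library mean minus 4 SD, starting fluorescence ratio at most library mean plus 5 SD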;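 further: more negative B-score means stronger inhibition of thallium flux through KCNK3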
Target sequence (O14649 whole entry, looked up): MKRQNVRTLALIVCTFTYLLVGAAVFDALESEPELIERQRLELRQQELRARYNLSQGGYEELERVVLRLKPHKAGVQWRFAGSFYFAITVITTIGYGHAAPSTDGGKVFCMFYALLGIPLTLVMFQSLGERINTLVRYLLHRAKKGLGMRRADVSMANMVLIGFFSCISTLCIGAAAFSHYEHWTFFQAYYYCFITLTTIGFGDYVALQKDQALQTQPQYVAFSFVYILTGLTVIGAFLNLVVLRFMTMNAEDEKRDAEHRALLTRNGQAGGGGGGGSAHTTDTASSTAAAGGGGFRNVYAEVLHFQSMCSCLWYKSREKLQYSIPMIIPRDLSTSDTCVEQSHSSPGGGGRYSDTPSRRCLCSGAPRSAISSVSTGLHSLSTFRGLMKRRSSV
PolyA inh = blocks polyadenylation in yeast reporter cells; calls only at 12 µM; S. cerevisiae SKY197-pL101 polyadenylation reporter, beta-gal luminescence; efflux-impaired pdr1/pdr3 knockout yeast; score 100 = 6 SD above DMSO; 300,000 compounds, 0.02% hits; AID 1875;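 active means lowest replicate activity score at least 50, where 100 means six control SD above control mean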;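 further: yeast exposed to compound for 9 h at 30 °C; higher score means more reporter readthrough which indicates perturbed polyadenylation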
KCNK9 inh = inhibitors of human KCNK9 two-pore domain potassium channel; Q9NPC2; HEK293 KCNK9, FluxOR thallium flux fluorescence; stronger effect = lower value; B-score at 10 µM; 310,000 compounds, 1.2% hits; AID 488922;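 active means ratio B-score over 3 SD below the library mean, with starting fluorescence within 5 SD of its mean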;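 further: negative B-score means less thallium flux so channel inhibition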
TRPC4 agonist = activators of mouse TRPC4 channel | Q9QUQ5 | HEK293 TRPC4beta/mu-opioid, Fluo4 calcium fluorescence; stronger effect = higher value | B-score at 10 µM | 310,000 compounds, 0.49% hits | AID 2237;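 active means B-score above 5 SD of library B-scores, and initial fluorescence ratio not above library mean plus 5 SD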;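 further: positive B-score marks a calcium rise read as TRPC4 activation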
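Test system: HEK293 cells stably co-expressing mouse TRPC4beta and mu-opioid receptor | Schedule: Fluo4 dye loading 45 min at room temperature, 110 s recording | Measured by: Kinetic Fluo4 calcium fluorescence, 5 s baseline at 1 Hz | Evaluation: B score of integrated ratio | Controls: Buffer (low) and maximal DAMGO (high)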
TRPC4 inh = blocks the mouse TRPC4 cation channel; B-score at 10 µM; AID 2247; HEK293 TRPC4beta/mu-opioid, DAMGO-evoked Fluo4 calcium flux; stronger effect = lower value; 300,000 compounds, 0.39% hits;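 active means B-score over 3 SD under the library average, no early fluorescence shift, positive overall ratio signal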
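Assay system: HEK293 cells with stable TRPC4beta plus mu-opioid receptor expression. Dosing: single dose. Measured by: Fluo4 Ca2+ flux fluorescence. Also added: DAMGO in two steps, submaximal then maximal. Read-out: B score from integrated Fluo4 fluorescence ratio.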
Active calls of the source: *; i = inactive; x = no result given. A portion of the library; the hit share may differ from the screen's.

Values in the order – KCNK9 inh, hERG rescue, TRPC4 agonist, KCNQ1 pot, KCNK3 block, PolyA inh, TRPC4 inh, Platelet DG rel, KCNQ1 block, Dyrk1A ADPGlo, TRPC4 PAM
> Cn1c(=O)c2cc(S(=O)(=O)NC(C(=O)Nc3cccc(F)c3)c3ccccc3)ccc2n(C)c1=O (stereo unspecified)
    i, -10, i, i, i, i, i, 12, i, -1, i
> Cc1cc2[nH]c(=O)c(=O)[nH]c2cc1S(=O)(=O)N(C)C1CCCCC1
    i, -8, i, i, i, i, i, -2, i, 6, i
> CNc1nc(SC)n(C)c(=O)c1N=O
    i, -7, i, i, x, i, i, 9, i, x, i
> CCn1c(SCc2ccccc2)nnc1C1CCCCC1
    i, -4, i, i, i, i, i, 9, i, -2, i
> CCOc1ccc(N(CC(=O)NCc2ccccc2)S(C)(=O)=O)cc1
    i, -8, i, i, i, i, i, 10, i, -4, i
> O=C(COC(=O)C1CCN(S(=O)(=O)c2ccc3c(c2)OCCO3)CC1)Nc1ccc(C(F)(F)F)cc1
    i, -9, i, i, i, i, i, -5, i, 4, i
> O=C(CSc1nnc(-c2cccnc2)o1)Nc1ccccc1F
    i, -14, i, i, i, i, i, 17, i, -2, i
> COc1cccc(-c2cccc(NC(=O)C3CCN(Cc4nccs4)CC3)c2)c1
    i, -5, i, i, i, i, i, 3, i, 1, i
> CCCOc1ccc(NC(=O)C2CC(=O)N(C(C)C)C2)cc1 (stereo unspecified)
    i, -7, i, i, i, i, i, -3, i, 1, i
> O=C(O)C(Cc1cn[nH]n1)=NO
    i, -7, i, i, i, i, i, -6, i, -2, i
> CCN(CC)C(=O)N(CC)Cc1ccccc1
    i, -4, i, i, i, i, i, -4, i, 0, i
> O=C(c1ccncc1)N1CCN(S(=O)(=O)c2cccc([N+](=O)[O-])c2)CC1
    i, -7, i, i, i, i, i, -4, i, -3, i
> CC(=O)N1c2ccc(S(=O)(=O)NCCC(=O)N3CCCC(C)C3)cc2CC1C (stereo unspecified)
    i, -10, i, i, i, i, i, -2, i, -1, i
> COc1ccccc1NC(=O)COc1ccc(/C=N/n2cnnc2)cc1OC
    i, -10, i, i, i, i, i, -3, i, -5, i
> CC(NC(=O)c1ccc(CS(C)(=O)=O)cc1)C1CC2CCC1C2 (stereo unspecified)
    i, -8, i, i, i, i, i, 7, i, 0, i
> COc1ccc(NC(=S)N/N=C/c2ccc(F)c(F)c2)cc1
    i, -18, i, i, i, i, i, -1, i, -5, i
> O=C(CN1CCN(c2ccc([N+](=O)[O-])cc2)CC1)Nc1nccs1
    i, -7, i, i, i, i, i, -6, i, -6, i
> CN(C)CC1CCCCC1OC(=O)/C=C/c1ccccc1 (stereo unspecified)
    i, -10, i, i, i, i, i, 5, i, -10, i
> CCn1cc(C(=O)NCCc2ccccc2)c(=O)c2cc(F)c(N3CCN(C)CC3)cc21
    i, -11, i, i, i, i, i, 3, i, 2, i
> Cc1ccc(NC(=O)C(C)OC(=O)c2n[nH]c3ccccc23)cc1 (stereo unspecified)
    i, -14, i, i, i, i, i, -9, i, 16, i
> COC(=O)Nc1nc2ccc(C(=O)c3cccs3)cc2[nH]1
    i, -3, i, i, i, i, i, -10, i, 29, i
> CCN(Cc1ccncc1)Cc1ccc(Br)cc1
    i, -5, i, i, i, i, i, -2, i, 2, i
> CNCCCNC(=O)c1ccc(/C=N/O)nc1
    i, -10, i, i, i, i, i, -13, i, -5, i
> CC(OC(=O)c1ccc(OCC2CCCO2)cc1)C(=O)N(C)Cc1ccccc1 (stereo unspecified)
    i, -9, i, i, i, i, i, -2, i, 1, i
> O=C(Cn1cnc2c(nnn2Cc2ccccc2)c1=O)Nc1ccc2c(c1)OCCO2
    i, -11, i, i, i, i, i, -3, i, -5, i
> COc1ccc(N2CCN(S(=O)(=O)CCNC(=O)C3CC(=O)N(c4ccccc4)C3)CC2)cc1 (stereo unspecified)
    i, -7, i, i, i, i, i, -2, i, 3, i
> Cc1cc(NC(=O)CC(C)(C)C)nc2c1c(=O)oc1ccccc12
    i, 0, i, i, i, i, i, 4, i, x, i
> Cc1ccc(NC(=O)CN2CCN(CCN=CC3=C(O)CC(C)(C)CC3=O)CC2)cc1
    i, -3, i, i, i, i, i, 1, i, 3, i
> O=C(O)c1ccc(Oc2ccccc2)o1
    i, 0, i, i, i, i, i, -5, i, -4, i
> CCC(=O)Nc1nc(C)c(C(=O)N2CCCCC2)s1
    i, -2, i, i, i, i, i, -1, i, 4, i

(list continues)
Values in the order – KCNK9 inh, hERG rescue, TRPC4 agonist, KCNQ1 pot, KCNK3 block, PolyA inh, TRPC4 inh, Platelet DG rel, KCNQ1 block, Dyrk1A ADPGlo, TRPC4 PAM
> O=C(c1ccc(OC2CCN(Cc3cccc(F)c3)CC2)cc1)N1CCCCC1
    i, -6, i, i, i, i, i, -2, i, -4, i
> CC1(C)OC(=O)N(c2cccnc2)C1(C)O (stereo unspecified)
    i, -2, i, i, i, i, i, 0, i, -4, i
> Cc1ccc(NC(=O)CSc2ccc(-c3ccccn3)nn2)cc1F
    i, -5, i, i, i, i, i, -2, i, -1, i
> Cc1nc(NCCc2ccccc2)sc1C(=O)N(C)C
    i, -6, i, i, i, i, i, -18, i, 11, i
> CC(=O)C1=C(O)C(=O)N(c2ccc(C(=O)O)cc2)C1c1ccc([N+](=O)[O-])cc1 (stereo unspecified)
    i, -8, i, i, i, i, i, 5, i, -2, i
> C=CCn1cccc(C(=O)Nc2ccc(OC)c(Cl)c2)c1=O
    i, -7, i, i, i, i, i, 7, i, -2, i
> Cc1onc(-c2c(Cl)cccc2Cl)c1C(=O)N=C(N)N1CC(C)OC(C)C1 (stereo unspecified)
    i, -4, i, i, i, i, i, 14, i, 8, i
> O=C(/C=C/Sc1ncn[nH]1)c1ccc(Cl)cc1
    i, -16, i, i, i, i, i, 1, 7*, 5, i
> CN(C)c1cc(-c2cccc([N+](=O)[O-])c2)oc(=O)c1Cl
    i, -7, i, i, i, i, i, 5, i, x, i
> Cc1ccc(NC(=O)CN2CCC3(O)CCCCC3C2c2ccc3c(c2)OCO3)c(C)c1 (stereo unspecified)
    i, -21, i, i, i, i, i, 7, i, 5, i
> O=C(CCC(=O)c1ccc(F)cc1)Nc1cccc(Br)c1
    i, -5, i, i, i, i, i, -6, i, 1, i
> O=C(Cn1nc(-c2ccccc2)c2ccccc2c1=O)Nc1ccc(O)cc1
    i, 15*, i, i, i, i, i, -7, i, -1, i
> COCC(C)OC(=O)c1c(N)n(-c2ccc(OC)c(OC)c2)c2nc3ccccc3nc12 (stereo unspecified)
    i, -3, i, i, x, i, i, 22, i, x, i
> COc1ccc(S(=O)(=O)N2CCOCC2)cc1C(=O)N1CCCC1
    i, -4, i, i, i, i, i, -3, i, -1, i
> Cc1ccc(-c2nc3c4ccccc4ccn3c2CN2CCCCC2)cc1
    i, -13, i, i, i, i, i, 5, i, 18, i
> Cc1ccc(CN2C(=O)CCC2C(=O)NCc2ccccc2Cl)cc1 (stereo unspecified)
    i, -13, i, i, i, i, i, 18, i, -3, i
> CCOc1cc(CO)ccc1OCC(=O)N1CCCCC1
    i, -16, i, i, i, i, i, 0, i, 5, i
> CN(C)c1ccc(/C=C2\C(=N)N3N=C(CC(=O)N4CCCCC4)SC3=NC2=O)cc1
    i, -9, i, i, i, i, i, 2, i, -1, i
> CCOC(=O)/C=C/C(=O)Nc1ccc(S(=O)(=O)N(C)c2ccccc2)cc1
    i, -4, i, i, i, i, i, 1, i, 1, i
> O=C(N/C(=C/c1ccc(Br)cc1)C(=O)N1CCOCC1)c1cccs1
    i, -8, i, i, i, i, i, -3, i, 1, i
> CCC(=O)Nc1ccc2oc(-c3cccnc3)nc2c1
    i, -7, i, i, i, i, i, 7, i, 0, i
> O=C(Nc1cccc2ccccc12)c1ccccc1NS(=O)(=O)c1cccc2cccnc12
    i, -9, i, i, i, i, i, -19, i, -4, i
> Cc1ccsc1C(=O)OCC(=O)Nc1sccc1C(N)=O
    i, -16, i, i, i, i, i, 5, i, 6, i
> COc1cc(C(=O)N2CCN(Cc3ccccc3C(F)(F)F)CC2)cc(OC)c1OC
    i, -11, i, i, i, i, i, 8, i, 2, i
> CC(C)CCNC(=O)NC(=O)COc1ccccc1C#N
    i, -10, i, i, i, i, i, 1, i, 3, i
> C=CCNCC(O)COc1ccc(C(C)=O)cc1OC (stereo unspecified)
    i, -9, i, i, i, i, i, 4, i, -4, i
> Cc1cc(C(=O)COC(=O)C2COc3ccccc3O2)c(C)n1CC1CCCO1 (stereo unspecified)
    i, -5, i, i, i, i, i, 7, i, 4, i
> Cc1c(-c2ccccc2)[n+](=O)c(-c2ccc(Br)cc2)c(C)n1[O-]
    i, 1, i, i, i, i, i, -3, i, -7, i
> Cc1ccccc1NC(=O)c1c(C)[nH]c(=S)c(C#N)c1-c1ccc(Cl)cc1
    i, -11, i, i, i, i, i, -7, i, x, i
> CCc1ccccc1NC(=O)CSc1nc2ccccc2n1CC(=O)N(C)C
    i, -4, i, i, i, i, i, -1, i, -2, i

(next part)
Values in the order – KCNK9 inh, hERG rescue, TRPC4 agonist, KCNQ1 pot, KCNK3 block, PolyA inh, TRPC4 inh, Platelet DG rel, KCNQ1 block, Dyrk1A ADPGlo, TRPC4 PAM
> COc1ccc(NCc2nnc(SCC(=O)N3CCCc4ccccc43)o2)cc1
    i, -8, i, i, i, i, i, -2, i, 0, i
> CN(C)CCCN1C(=O)C(=O)/C(=C(/O)c2ccncc2)C1c1ccccc1 (stereo unspecified)
    i, -1, i, i, i, i, i, -1, i, -8, i
> Cc1ccc(NC(=O)c2ccc3ccccc3n2)cc1S(=O)(=O)N(C)C
    i, -1, i, i, i, i, i, -2, i, -5, i
> O=C(COC(=O)CCSc1ccc(Cl)cc1)NCc1ccccc1Cl
    i, -1, i, i, i, i, i, -10, i, 6, i
> CC1CCCN(c2nc3c(c(=O)[nH]c(=O)n3C)n2Cc2ccccc2Cl)C1 (stereo unspecified)
    i, -4, i, i, i, i, i, 3, i, 0, i
> CCOc1ccc(CN2CCNC(=O)C2CC(=O)NC2CCOCC2)cc1 (stereo unspecified)
    i, -9, i, i, i, i, i, 5, i, -10, i
